TEAD-YAP inh = TEAD-YAP interaction inhibition; inhibition, % at 9.12 µM; hit rate 1.4% among 640,000; HEK-TIYL cells, TEAD-Gal4/YAP UAS-luciferase luminescence; in the data active means inhibition above about 32%;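 further: 0% = median of test compound wells and 100% = reference inhibitor wells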
MITF inh = blocks human microphthalmia-associated transcription factor. inhibition, % at 2.6 µM. O75030. hit rate 0.91% among 650,000. AID 1259374. AlphaScreen MITF homodimerization, bead proximity signal; in the data active means inhibition above about 50%;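 further: 0% = vehicle wells with protein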
GPR151 activ = human GPR151 activation | Q8TDV0 | PathHunter beta-arrestin GPR151 cells, luminescence | activation, % at 11.2 µM | hit rate 1% among 650,000 | AID 1508602; in the data active means activation above about 4.9%;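 further: 0% = median of compound wells and 100% = cells with positive control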
FBW7 act = human FBW7 E3 ligase activation, primary screen. Q969H0. AlphaScreen FBW7–phospho-cyclin E peptide binding, activator screen. normalized activity (activation), % at 26.1 µM. hit rate 0.13% among 650,000; in the data active means normalized activity above about 1.9%;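 further: purified mutant Fbw7 with reduced substrate affinity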
Target sequence (Q969H0 whole entry, looked up): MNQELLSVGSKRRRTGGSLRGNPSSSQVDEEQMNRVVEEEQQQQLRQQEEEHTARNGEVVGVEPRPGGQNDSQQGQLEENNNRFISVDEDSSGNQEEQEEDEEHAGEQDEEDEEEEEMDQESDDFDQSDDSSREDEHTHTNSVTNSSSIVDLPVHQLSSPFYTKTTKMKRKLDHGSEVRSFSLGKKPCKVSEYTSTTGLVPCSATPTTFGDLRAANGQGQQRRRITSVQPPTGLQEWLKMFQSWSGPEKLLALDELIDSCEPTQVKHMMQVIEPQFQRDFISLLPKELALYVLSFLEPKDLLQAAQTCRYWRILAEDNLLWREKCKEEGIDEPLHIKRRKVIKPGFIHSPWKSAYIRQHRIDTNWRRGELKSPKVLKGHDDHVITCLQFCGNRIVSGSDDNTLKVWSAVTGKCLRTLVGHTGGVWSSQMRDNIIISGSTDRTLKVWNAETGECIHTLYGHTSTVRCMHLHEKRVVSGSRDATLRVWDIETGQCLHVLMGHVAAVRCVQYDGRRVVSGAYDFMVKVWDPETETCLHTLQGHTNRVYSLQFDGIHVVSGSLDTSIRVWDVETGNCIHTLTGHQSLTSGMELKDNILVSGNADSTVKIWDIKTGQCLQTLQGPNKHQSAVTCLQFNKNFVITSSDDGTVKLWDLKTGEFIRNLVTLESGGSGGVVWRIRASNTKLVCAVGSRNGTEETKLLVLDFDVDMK
* hit, by the source's call.

SMILES,TEAD-YAP inh,MITF inh,GPR151 activ,FBW7 act
Cc1ccc(NC(=O)Nc2ccc(Cl)cc2)nc1,-57,3,-2.2,-0.1
Cc1c(C(=O)N2CCN(c3ccccc3F)CC2)sc2ncn(CC(=O)N3CCC(C)CC3)c(=O)c12,5,-1,0.5,-0.1
O=C(NC1CCCCC1)c1cnc(N2CCOCC2)nc1,-13,-11,0.4,-0.1
C/C(=N\Nc1nc2ccccc2n2cnnc12)c1ccccc1O,-18,-14,-0.6,-0.2
COc1ccc(CNC(=O)CN(Cc2ccc(Br)cc2)S(=O)(=O)c2ccccc2)cc1,-2,0,-0.5,-0.1
N#CC(c1ccccc1)c1cn2cc(Cl)ccc2n1 (stereo not drawn),-18,-2,0.0,-0.1
CC(C)n1cnc2c(NC3CCN(Cc4ccccc4)CC3)nc(Nc3ncccn3)nc21,13,4,0.7,0.3
CCCCN(CC)C(=O)CNC(=O)c1nn(-c2ccc(OC)cc2OC)c(=O)c2ccccc12,-3,2,0.2,-0.2
CS(=O)(=O)Oc1ccc2cc(-c3nc4ccccc4s3)c(=O)oc2c1,-11,-13,0.1,0.1
CC(NS(=O)(=O)c1ccc(F)cc1)C(=O)Nc1ccc(I)cc1 (stereo not drawn),-1,15,0.7,0.3

Following part:
SMILES,TEAD-YAP inh,MITF inh,GPR151 activ,FBW7 act
CCOC(=O)c1cc2c(=O)n3ccccc3nc2n(CCOC)c1=NC(=O)/C=C/c1ccccc1,-6,4,-0.4,0.5
Cc1cc([N+](=O)[O-])cc(C)c1NS(C)(=O)=O,3,7,-0.4,0.3
COC(=O)CCC(=O)Nc1ccc(N(C)C(C)=O)cc1,10,3,0.5,-0.3
COc1ccc(-c2nnn(CC(=O)Nc3cc(Cl)cc(Cl)c3)n2)cc1OC,6,2,0.3,0.0
COC(=O)c1sccc1NC(=O)c1ccc([N+](=O)[O-])cc1Cl,-2,-3,2.4,-0.4
O=C(Nc1ccc(-c2nc3cccnc3s2)cc1)C(F)(F)F,14,15,-4.7,0.1
COc1ccc(NC(=O)Cc2ccccc2[N+](=O)[O-])cc1,-16,9,-3.2,0.7
O=C(CSCc1ccc(Cl)cc1)Nc1cccc(Cl)c1,8,7,0.3,0.1
CN1C(=O)C(=Cc2ccc(OCc3cccc(C(=O)O)c3)cc2)C(=O)N(C)C1=O,43*,0,-9.0,0.1
COC(=O)c1cc(S(=O)(=O)N2CCOCC2)c(N2CCOCC2)cc1N1CCOCC1,-6,4,0.6,-0.1

(cont.)
SMILES,TEAD-YAP inh,MITF inh,GPR151 activ,FBW7 act
CC(C)(C)NC(=O)COC(=O)c1cc(Cl)ccc1[N+](=O)[O-],9,6,-0.3,0.0
CCOc1ccc(NC(=O)c2cc(S(=O)(=O)NCc3ccccc3OC)ccc2F)cc1,-1,-10,0.2,0.0
Cn1cnnc1-c1ccc(Nc2ncc(F)c(-c3ccccc3)n2)cc1,41*,16,0.9,0.1
COc1ccc2ccccc2c1/C=C(\C#N)C(=O)NCc1ccccc1,5,8,-1.7,-0.2
NC(=O)c1ccc(NC(=O)CSc2nnc(NC3CCCCC3)s2)cc1,-3,10,0.3,0.2
CC(=O)CC(=O)Nc1ccc2ccccc2c1,-10,11,1.5,-0.1
CCOC(=O)Nc1c(OC)cc([N+](=O)[O-])cc1[N+](=O)[O-],2,6,-0.2,-0.1
CCOc1ccc(Cl)cc1/C=C(/C#N)c1[nH]nc(N)c1C#N,-2,-3,-0.1,0.4
C[C@@H](Cn1nnc2ccccc21)NC(=O)CSc1ccncc1,-1,12,-0.8,0.1
O=C(/C=C/c1ccccc1Cl)NCCc1nc2ccccc2[nH]1,2,12,-1.2,0.2

Carrying on:
SMILES,TEAD-YAP inh,MITF inh,GPR151 activ,FBW7 act
COc1ccc(CNC(=O)N2CCN(c3c(C)nn(-c4ccccc4)c3C)CC2)cc1OC,19,-3,2.0,0.3
COc1ccc(C2C(C(=O)NCC3COc4ccccc4O3)c3ccccc3C(=O)N2c2ccc(OC)cc2)cc1 (stereo not drawn),8,8,7.2*,0.4
Nc1nnnn1CC(=O)Nc1cccc([N+](=O)[O-])c1,1,4,0.7,0.0
Cc1ccc(NC(=O)CN(C)S(=O)(=O)c2ccc3c(c2)CCC(=O)N3)cc1Cl,5,15,0.2,0.3
O=C(Cn1cnc2c(nnn2Cc2ccc(Cl)cc2)c1=O)NCc1ccco1,7,2,0.1,0.5
COc1ccc(CC(=O)c2ccc(O)c(CN3CCC(C)CC3)c2O)cc1,4,9,1.2,-0.3
COc1ccc(S(=O)(=O)NCCCN2CCCC2=O)cc1,17,-17,-0.6,-0.1
CC1Oc2ccccc2N(CC(=O)NCCc2ccccc2)C1=O (stereo not drawn),-16,4,0.6,0.0
COc1ccc(Nc2ncnc3c2cnn3-c2ccc(Cl)cc2)cc1Cl,-3,1,11*,-0.1
O=C(Nc1cnc(-c2ccccc2)nc1)c1ccc([N+](=O)[O-])cc1,-6,7,0.5,0.0

Limited to TEAD-YAP inh (4 entries from above):
| SMILES | TEAD-YAP inh |
| --- | --- |
| COc1ccc(C2C(C(=O)NCC3COc4ccccc4O3)c3ccccc3C(=O)N2c2ccc(OC)cc2)cc1 (stereo not drawn) | 8 |
| Nc1nnnn1CC(=O)Nc1cccc([N+](=O)[O-])c1 | 1 |
| Cc1ccc(NC(=O)CN(C)S(=O)(=O)c2ccc3c(c2)CCC(=O)N3)cc1Cl | 5 |
| O=C(Cn1cnc2c(nnn2Cc2ccc(Cl)cc2)c1=O)NCc1ccco1 | 7 |

(next part)
SMILES,TEAD-YAP inh,MITF inh,GPR151 activ,FBW7 act
Cc1sc(-c2nc3ccccc3n2C)cc1S(=O)(=O)O,13,12,-8.8,-0.1
CC(=O)Nc1ccc(Nc2nc(-c3ccc(C(=O)NC4CC4)cc3)nc3c2ncn3Cc2ccc(C(F)(F)F)cc2)cc1,-4,9,0.1,0.1
COc1ccc(OC)c(NC(=O)Cn2c(C)c(C(=O)C(F)(F)F)c3ccccc32)c1,-8,7,-0.3,-0.2
O=C(CO/N=C/c1cccc([N+](=O)[O-])c1)N1CCOCC1,-3,2,-2.4,0.9
Cc1cc(C)c(S(=O)(=O)Nc2cc3c4c(oc3c3ccccc23)CCCC4=O)c(C)c1,0,2,0.2,0.0
CCn1c(=O)cc(OCC(=O)Nc2ccc(Oc3ccccc3)cc2)c2ccccc21,2,12,0.4,-0.3
COc1ccc(-n2nc3cc(C)c(NC(=O)c4cccc(C)c4)cc3n2)cc1Cl,-6,-9,1.0,-0.1
CCN(CC)S(=O)(=O)c1cc(C(=O)Nc2ccc(C)cc2)ccc1Cl,-62,3,1.6,0.0
Cc1[nH]c2ccccc2c1SCC(=O)Nc1ccc2c(c1)OCO2,4,1,-0.8,-0.2
Cc1cccc(NC(=O)C(=O)NC(C)C)c1,-65,-8,-5.3,0.6

Carrying on.
SMILES,TEAD-YAP inh,MITF inh,GPR151 activ,FBW7 act
CCn1cnc2cc(NCc3ccccn3)ccc21,-34,4,-0.9,-0.5
CC1=C(C(=O)NC(C)c2cnn(-c3ccccn3)c2C)OCCO1 (stereo not drawn),-6,6,1.2,0.2
CCOC(=O)CSc1nc2c(sc(=S)n2-c2ccc(C)cc2C)c(=O)[nH]1,3,3,1.4,0.0
CC(C)C(=O)Nc1ccc(O)c(-c2csc(N)n2)c1,-15,12,-0.8,-0.1
Cc1cn(C2CC(O)C(CO)O2)c(=O)n(C)c1=O (stereo not drawn),0,9,1.0,0.0
COc1ccccc1CC(=O)NCC1CCC2(CCN(Cc3ccncc3)CC2)O1 (stereo not drawn),2,12,3.4,0.1
Cn1c(=O)[nH]c(=O)c2c1nc(N1CCCCC1)n2CC(O)CO (stereo not drawn),12,-5,0.1,-0.2
CCC(C)c1ccc(OCC(=O)Nc2cc(C(=O)OC)cc(C(=O)OC)c2)cc1 (stereo not drawn),2,2,-0.2,-0.1
COc1cccc(C(=O)N(CCN2CCOCC2)c2nc3ccc(F)cc3s2)c1,-38,22,-1.6,1.0
COc1ccc(-c2cc(NCCN3CCOCC3)nc(N)n2)cn1,-14,13,-2.4,0.3

Next results:
SMILES,TEAD-YAP inh,MITF inh,GPR151 activ,FBW7 act
COc1ccccc1/C=C(/C(=O)OC(C)C#N)c1ccccc1 (stereo not drawn),-4,15,-3.1,0.2
COC(=O)c1cc(S(=O)(=O)N2CCCCC2)c[nH]1,-5,-7,0.7,-0.1
COc1ccc(C2Nc3ccccc3NC3=C2C(=O)CC(C)(C)C3)cc1OC (stereo not drawn),-53,3,0.2,0.0
O=C(NCCO)/C(=C/c1ccccc1)NC(=O)c1ccco1,2,7,0.1,0.1
CCOCCn1ccc2c(OCC(=O)Nc3ccc(F)cc3F)cccc2c1=O,4,6,1.7,0.0
CCOc1cc(/C=C2\SC(=S)N(CCOC)C2=O)ccc1O,5,17,-0.5,0.7
O=C(c1cccs1)N1N=C(c2ccccc2)CC1c1ccc(Cl)cc1 (stereo not drawn),2,1,0.3,-0.1
O=C1CSC(c2cc3c(cc2Br)OCO3)N1C1CCCCC1 (stereo not drawn),2,-11,-0.7,0.1
COc1ccc([N+](=O)[O-])cc1NC(=O)c1ccco1,-4,2,-2.5,-0.3
Cc1ccc(C(=O)N2CCC(C(=O)NC(c3ccccc3)c3cnccn3)CC2)cc1 (stereo not drawn),2,8,1.1,0.1

The list continues:
SMILES,TEAD-YAP inh,MITF inh,GPR151 activ,FBW7 act
COC(=O)c1ccc(CSc2nnc(-c3ccncc3)n2Cc2ccccc2)o1,-6,29,-0.3,0.1
COc1ccccc1OCCNC(=O)c1ccc(OC)c([N+](=O)[O-])c1,4,8,2.1,-0.1
Cc1cccc(C)c1NC(=O)NCCCN1CCN(c2ccccc2)CC1,-3,-9,0.5,-0.1
Cc1cncc2c(S(=O)(=O)N3CC[C@H](NC(=O)[C@H](C)O)C3)cccc12,1,-2,0.1,0.3
CCc1ccccc1NC(=O)CSc1nnc(C2CC2)n1CC,10,-20,0.6,-0.1
CCN1CCN(c2cc(=O)n(-c3ccccc3Cl)c(=O)[nH]2)CC1,-6,7,0.5,0.0
COc1ccc(C2/C(=C(/O)c3ccccc3)C(=O)C(=O)N2CCCN2CCOCC2)cc1OC (stereo not drawn),-13,-8,-1.4,0.0
COc1cccc(CNC(=O)C(=O)NC2CC2)c1,-8,4,4.3,-0.1
c1ccc2c(NC3CCCCC3)nc(N3CCOCC3)nc2c1,-2,10,0.4,0.0
COc1cccc(CN2CCN(Cc3ccc(O)c(OC)c3)CC2CCO)c1 (stereo not drawn),-8,-8,0.0,0.0

Compound profiles (already shown).
COc1cccc(CN2CCN(Cc3ccc(O)c(OC)c3)CC2CCO)c1 (stereo not drawn) in the list: TEAD-YAP inh: -8; MITF inh: -8; GPR151 activ: 0.0; FBW7 act: 0.0
CCN1CCN(c2cc(=O)n(-c3ccccc3Cl)c(=O)[nH]2)CC1 in the list: TEAD-YAP inh: -6; MITF inh: 7; GPR151 activ: 0.5; FBW7 act: 0.0

Carrying on:
SMILES,TEAD-YAP inh,MITF inh,GPR151 activ,FBW7 act
CC1(C)[C@@H]2CC[C@@]1(CS(=O)(=O)N1CCCC(c3ccn[nH]3)C1)C(=O)C2 (stereo partly drawn),11,8,-1.3,0.4
COc1ccccc1C1C2=C(CC(C)(C)CC2=O)Nc2nc3ccccc3n21 (stereo not drawn),0,15,0.0,0.5
Cn1cccc1Sc1ccccc1[N+](=O)[O-],-3,11,-1.2,0.5
O=C(c1c(Cl)cccc1Cl)N1CCN(c2cccc(Cl)c2)CC1,9,14,1.3,0.3
COc1ccc(C2C3CCc4cc(OC)ccc4C3=NN2/C(C)=C/C(C)=O)cc1 (stereo not drawn),-2,-3,0.1,0.1
Cc1cc2nc(Cc3cccc(F)c3)c(=O)n(C)c2cc1C,10,9,0.9,-0.1
CN1CCc2nc(SCc3ccc(F)cc3)c(C#N)c(-c3ccccc3)c2C1,4,15,1.8,0.0
COCC(=O)N(C)C(Cc1ccc(F)cc1)C1CCN(C(=O)c2cc(C)[nH]n2)CC1 (stereo not drawn),3,-1,1.9,-0.1
CC1=C(C(=O)OC(C)C)C(c2cccc(Cl)c2)C2=C(CC(C)(C)CC2=O)N1 (stereo not drawn),0,-5,0.1,1.2
Cc1cnc(NCc2ccc3c(c2)OCO3)nc1NCc1ccccc1,20,-11,0.3,-0.1
CC(C)c1ccc(NC(=O)CN2CCN(c3nc4ccccc4s3)CC2)cc1,-3,-14,-1.3,-0.1
O=C(NCc1ccccc1)c1ccc2c(=O)n(Cc3ccc4c(c3)OCO4)c(=S)[nH]c2c1,3,12,-0.6,0.3

Source: PubChem
